Assay outcomes from PubChem BioAssay.
CRFBP-R2 block: CRF-BP/CRF-R2 complex antagonism | inhibition, % at 11.8 µM | HEK293 CRF-R2/CRF-BP, CRF-induced calcium fluorescence | AID 588475 | 0.59% of 350,000 active;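 active = inhibition of the ligand-induced calcium signal above about 50% at the single tested concentration, limit read from the data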
VIM-2 inhibitor: blocks Pseudomonas aeruginosa VIM-2 metallo-beta-lactamase; 0.89% of 290,000 active; purified VIM-2, nitrocefin hydrolysis, epi-absorbance fluorescence; inhibition, % at 5.6 µM; AID 1527;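 active = inhibition above the mean of all tested compounds plus 3 SD, cutoff set per screening run, cut at about 7.5% in these data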;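 note: red hydrolysis product quenches plate fluorescence so inhibitors raise well fluorescence; 0% = enzyme with DMSO and 100% = DMSO without enzyme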
UBC9 SUMO inh: SUMOylation inhibition; P63279; HTRF SUMOylation assay, SAE1/SAE2 + UBC9, in vitro; inhibition, % at 35 µM; 0.36% of 290,000 active; AID 2006; in the data active = inhibition above about 50%, passing the limit was not always enough; note: strong numbers were not always called active
pCIP destab: compounds decreasing mouse p/CIP protein stability | Q05BA5 | F442A p/CIP-EGFP cells, EGFP fluorescence, 16 h | decrease of EGFP signal, % at 10 µM | 0.01% of 290,000 active;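 active = EGFP signal decrease of at least 30% at 10 µM or well 3 SD below plate mean, unless failing retest; inactive = the rest, including hits failing retest or dose response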; note: some compounds called inactive have numbers as strong as hits; many of its hits are not listed in these tables
NS3 helicase inh: blocks Hepatitis C virus NS3 helicase unwinding | NS3 helicase DNA unwinding, Cy5 molecular beacon fluorescence | inhibition, % at 10.9 µM | 0.56% of 290,000 active;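 active = inhibition above the mean of all tested compounds plus 3 SD, set per campaign, cut at about 35% in these data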;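 note: 0% = DMSO wells and 100% = thioflavine S control wells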
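System: Hepatitis C virus NS3 helicase domain fragment enzyme | Reagent: Annealed dual-labelled DNA beacon duplex, ATP-started | Compound dosing: 10.9 µM single point, 0.8% DMSO | Incubation: 1 h reaction at 25 °C, ATP-initiated | Technique: Cy5 fluorescence | Evaluation: Percent inhibition from t60/t0 fluorescence ratio | Benchmarks: Low DMSO, high thioflavine S at 110 µM | Replication: Singlicate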
IMP-1 inhibitor: inhibitors of Pseudomonas aeruginosa IMP-1 metallo-beta-lactamase. purified IMP-1, nitrocefin hydrolysis, epi-absorbance fluorescence. inhibition, % at 5.6 µM. 0.45% of 290,000 active. AID 1556;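 active = inhibition above the mean plus 3 SD of all compounds in the same screening run, cut at about 4.5% in these data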;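 note: 0% = IMP-1 with DMSO and 100% = DMSO wells lacking enzyme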
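Material – recombinant IMP-1 enzyme, purified · Amount – IMP-1 0.2 nM before substrate addition · Medium – HEPES buffer pH 7.1 with ZnSO4 and Brij 35 · Timing – 25 °C, 15 min preincubation, 25 min reaction · Measured by – plate fluorescence quenching by hydrolysis product, ex 480/em 530 nm · Read-out – percent enzyme inhibition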
GalR3 antagonist: antagonists of human GalR3; HEK293 GalR3-CNG cAMP membrane potential fluorescence; galR3 body fused to GalR1 C-terminus; inhibition, % at 3 µM; 0.44% of 360,000 active; AID 651719;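 active = inhibition above the screen-wide average plus 3 SD, cut at about 13% in these data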;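 note: forskolin and galanin both at EC90 stimulate the cells; cAMP rise reported by CNG channel membrane potential dye signal; 0% = forskolin plus galanin with DMSO and 100% = forskolin alone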
IDE inh: inhibits human insulin-degrading enzyme in HEK cells; P14735; FAbetaB cleavage, fluorescence polarization; inhibition, % at 5.59 µM; 0.41% of 320,000 active; AID 434962;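 active = percent inhibition above the average of all tested compounds plus 3 SD, set per screening campaign, cut at about 16% in these data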;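 note: IDE supplied by intact live HEK cells; FP after avidin binding of uncleaved biotin substrate so inhibition keeps polarization high; 0% = DMSO wells and 100% = 60 µM reference IDE inhibitor Ii1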
Target sequence (P14735 whole entry, looked up): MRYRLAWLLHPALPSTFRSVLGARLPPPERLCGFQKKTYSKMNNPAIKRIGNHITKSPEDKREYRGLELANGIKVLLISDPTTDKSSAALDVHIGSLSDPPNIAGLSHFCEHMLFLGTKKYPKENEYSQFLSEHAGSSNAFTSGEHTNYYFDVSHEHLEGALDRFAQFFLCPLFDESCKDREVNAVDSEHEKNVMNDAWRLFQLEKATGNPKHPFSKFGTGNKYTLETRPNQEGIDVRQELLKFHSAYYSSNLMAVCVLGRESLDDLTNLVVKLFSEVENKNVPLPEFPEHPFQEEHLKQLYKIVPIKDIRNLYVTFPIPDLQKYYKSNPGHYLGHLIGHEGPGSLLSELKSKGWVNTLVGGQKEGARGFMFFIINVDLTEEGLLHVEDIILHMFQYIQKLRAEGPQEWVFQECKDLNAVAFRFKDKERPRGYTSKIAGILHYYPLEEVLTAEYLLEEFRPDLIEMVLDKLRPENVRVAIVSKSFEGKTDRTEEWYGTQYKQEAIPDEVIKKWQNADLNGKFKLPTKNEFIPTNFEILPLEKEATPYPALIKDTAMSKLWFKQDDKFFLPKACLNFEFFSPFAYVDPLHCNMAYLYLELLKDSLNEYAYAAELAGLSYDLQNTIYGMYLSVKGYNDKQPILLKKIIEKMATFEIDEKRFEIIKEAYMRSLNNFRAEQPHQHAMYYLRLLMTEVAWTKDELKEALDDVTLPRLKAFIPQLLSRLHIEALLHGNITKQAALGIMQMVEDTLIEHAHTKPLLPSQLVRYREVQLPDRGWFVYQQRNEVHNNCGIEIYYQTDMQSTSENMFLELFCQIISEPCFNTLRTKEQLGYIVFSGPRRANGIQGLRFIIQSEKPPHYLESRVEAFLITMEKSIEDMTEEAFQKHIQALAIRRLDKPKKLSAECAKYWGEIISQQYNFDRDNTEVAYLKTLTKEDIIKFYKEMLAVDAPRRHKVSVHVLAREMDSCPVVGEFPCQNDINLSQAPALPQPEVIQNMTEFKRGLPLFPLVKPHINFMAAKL
IDE cell activ: IDE (human) activation, cell-based. P14735. HEK cells, FAbeta-B cleavage, fluorescence polarization; 0% vehicle, 100% cell-free pure enzyme wells. activation, % at 5.96 µM. 0.073% of 340,000 active;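 active = activation above the mean of all tested compounds plus 3 SD, set per screening campaign, cut at about 17% in these data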
An asterisk follows results filed as active; . = no result given.

CRFBP-R2 block	VIM-2 inhibitor	UBC9 SUMO inh	pCIP destab	NS3 helicase inh	IMP-1 inhibitor	GalR3 antagonist	IDE inh	IDE cell activ	canonical_smiles
-12.9	-4.2	-4.9	-13.0	5.6	-5.0	-7.4	-0.1	-3.9	CSc1ncc(-c2ccc(Cl)cc2)[nH]1
-1.4	-1.4	4.3	-9.2	8.6	-0.4	-5.6	5.6	2.8	O=S(=O)(c1cc(Cl)ccc1Cl)N1CCCCC1
-5.7	-0.6	5.0	4.6	-19.0	-1.8	-2.8	-3.5	-1.4	Cc1cc(C)c(NC(=S)N(CCCN2CCN(C)CC2)Cc2cccs2)c(C)c1
-8.8	-2.3	-3.3	6.4	-0.8	-3.3	-3.5	-4.0	1.6	Cc1ccc(S(=O)(=O)NCC(=O)N(CC(=O)NCC2CCCO2)CC2CCCO2)cc1 (stereo not given)
-1.5	-1.7	-12.7	1.6	-4.7	-4.3	6.7	-0.5	0.5	COc1ccc(N2CCN(c3nc(NC(C)(C)C)nc(N4CCCCC4)n3)CC2)cc1
-6.8	-4.8	-58.4	12.9	3.9	-3.4	.	-9.7	3.2	CCCCOc1ccc(-c2cc(C(=O)NNC(=S)NCC)c3ccccc3n2)cc1
4.6	-0.3	10.0	-8.0	7.1	-2.0	-3.3	-4.2	3.1	CC(C)OC(=O)Cn1nc(C(F)(F)F)c2c1CCCC2
-0.6	-0.8	14.5	-14.6	-18.1	0.9	-3.1	0.1	2.3	C[C@@H](C(=O)NCCc1c[nH]c2ccccc12)[C@@H]1C[C@@]1(C)[C@@H](NC(=O)OCc1ccccc1)c1ccccc1
-2.1	-2.5	-24.8	-7.4	2.2	-1.4	0.2	-1.3	0.3	O=C(Nc1cccc(S(=O)(=O)N2CCCCC2)c1)Nc1ccc(Cl)cc1Cl
-11.1	-4.0	17.0	1.2	11.6	-1.4	-4.2	1.9	3.6	CCc1c(SCCC(=O)O)nc2ccccc2c1C
4.9	-4.0	11.4	2.4	13.2	-4.4	1.5	-0.5	8.4	COCCn1c(N2CCN(c3ccc(OC)cc3)CC2)nc2c1c(=O)n(C)c(=O)n2C
16.6	-2.2	1.0	-1.4	-0.8	-2.8	0.1	4.5	-5.5	CS(=O)(=O)Nc1ccc(C(=O)NCC2CCCO2)cc1 (stereo not given)
21.9	-1.8	24.8	-7.9	-3.7	-2.9	-3.8	-0.6	1.9	Cc1nn(C)cc1C1C2=C(CC(C)(C)CC2=O)N(c2ccccc2)C2=C1C(=O)CC(C)(C)C2
-10.6	-1.1	39.2	-4.3	12.2	-2.4	2.9	0.9	1.9	Cc1cccc(NC(=O)Cn2cnc3c(cnn3-c3ccc(F)cc3)c2=O)c1C
-6.8	-2.5	-10.3	-13.3	9.2	-2.7	-8.5	5.2	-4.0	Cc1ccc(C)n1-c1ccc(C(=O)Nc2ccccc2F)cc1
5.7	-0.3	36.6	2.5	3.5	0.5	-6.4	-1.5	2.2	CCC(=O)Nc1ccc(-c2cc3ccccc3oc2=O)cc1
7.8	-1.3	14.7	-10.8	-1.6	-0.8	-6.2	0.3	1.4	CCCCC(=O)OCC(=O)c1ccc(OCC)cc1
11.7	-4.3	24.1	4.5	2.3	-2.7	-4.9	-5.7	2.5	CN(C)c1ccc(/C=N\NC(=O)c2cccc3cc[nH]c23)cc1
-0.8	-2.7	20.0	-16.8	6.3	-1.1	-4.4	3.9	2.1	O=C(CSc1nc(-c2ccncc2)nn1CC(=O)N1CCCCC1)NC1CCCC1
22.6	-0.8	3.7	-10.3	6.0	-3.5	0.8	0.5	2.9	O=C(COc1ncnc2ccccc12)Nc1cccc([N+](=O)[O-])c1
3.1	-3.8	18.2	-8.4	-0.2	-3.0	1.1	3.7	5.4	C=CCSC1=N/C(=C\c2ccc(C(=O)O)cc2)C(=O)S1
-9.6	.	.	.	.	.	-2.3	-1.4	2.1	CCN(CC(=O)NCc1cccs1)C(=O)/C=C/c1cccc(OC)c1OC
8.1	-1.6	8.9	-4.7	1.3	-0.6	.	3.3	4.7	CCOC(=O)N1CCC(NC(=O)C2=C(C)C(=O)OC23CCC(C)CC3)CC1 (stereo not given)
3.0	.	.	.	.	.	-5.4	5.5	1.0	COc1ccc([C@H]2CC(=O)C=C(c3ccc4ccn(C)c4c3)C2)cc1
8.3	-3.6	-13.1	-5.7	20.9	-4.0	-7.1	0.4	4.7	Cc1ccc(Cn2cc(/C=N/NC(=O)Cc3nnc(NC(=O)c4ccc(C)cc4)s3)c3ccccc32)cc1

2 compounds from above with just CRFBP-R2 block, pCIP destab and VIM-2 inhibitor.
structure | CRFBP-R2 block | pCIP destab | VIM-2 inhibitor
CN(C)c1ccc(/C=N\NC(=O)c2cccc3cc[nH]c23)cc1 | 11.7 | 4.5 | -4.3
COc1ccc(N2CCN(c3nc(NC(C)(C)C)nc(N4CCCCC4)n3)CC2)cc1 | -1.5 | 1.6 | -1.7

Additional entries
CRFBP-R2 block	VIM-2 inhibitor	UBC9 SUMO inh	pCIP destab	NS3 helicase inh	IMP-1 inhibitor	GalR3 antagonist	IDE inh	IDE cell activ	canonical_smiles
1.2	-1.4	-10.4	3.7	3.6	-3.5	-0.3	0.9	3.4	CN(C)c1ccc(CNC(=O)CN2C(=O)COc3ccc(S(=O)(=O)N4CCCC4)cc32)cc1
4.2	-2.4	3.8	4.6	-9.7	0.0	-1.5	2.7	1.8	Cn1c(CNC(=O)C(C)(C)C)nc2ccccc21
11.7	-1.7	-11.2	7.2	1.6	-1.8	-0.9	1.5	-4.3	O=C(CN1CCOCC1)Nc1c2c(nc3ccccc13)N(Cc1ccccc1)CC2
15.5	-0.6	5.3	0.6	-1.7	-1.0	-1.2	5.7	3.8	Nc1cc2c(cc1[N+](=O)[O-])OCCO2
-7.7	-1.0	-11.7	-6.3	-3.3	-4.6	-0.5	-1.8	6.9	CCOc1ccccc1N(CC(=O)O)S(=O)(=O)c1ccccc1
-16.1	-1.8	8.5	0.2	7.1	-0.6	-5.9	5.1	1.1	CCC(NC(=O)c1ccccc1NC(=O)c1ccc(C)cc1)C(=O)O (stereo not given)
3.3	-3.2	10.2	-12.3	3.1	-3.4	2.1	3.9	6.8	Cc1cc(OCC(=O)c2cccc(C(F)(F)F)c2)n2cnnc2n1
-2.7	-3.4	12.8	-6.6	3.5	-5.1	0.6	2.6	2.7	COc1ccc(C(=O)Nc2cc3c(cc2Cl)OCCCO3)cc1
-1.1	-1.4	-7.9	5.4	4.4	-2.6	-10.0	3.5	-0.7	COC(=O)CCCC(=O)N1CCC(CO)(CCc2ccccc2)CC1
16.3	-2.5	-4.4	-1.1	5.9	-3.6	-4.8	5.2	0.4	CCOc1nc(NCCN2CCOCC2)nc(NC(C)C)n1
-2.9	-0.2	7.6	-4.9	-5.0	-1.1	-3.7	-2.6	3.9	Cc1ccc(Cl)cc1NC(=O)N[C@@H](C)C(=O)O
2.9	-2.0	19.9	1.1	-10.0	-3.5	1.7	4.0	1.9	COc1cccc(OC)c1NC(=O)CN1CCC(NC(=O)c2cccc(F)c2)CC1
1.4	-1.9	31.4	-4.3	1.9	-1.6	-3.9	8.4	7.5	COc1ccc(CNC(=O)COC(=O)c2c(-c3c(F)cccc3Cl)noc2C)cc1OC
-15.6	-1.5	6.5	-4.0	4.1	-3.0	0.3	0.5	4.2	O=C1CCc2cc(S(=O)(=O)NC(Cc3ccccc3)C(=O)NCCC3=CCCCC3)ccc2N1 (stereo not given)
-6.3	-2.0	15.1	3.8	3.9	-2.4	-2.1	-4.6	6.5	COc1ccc(OCC(=O)NNC(=O)c2cccc(O)c2)cc1
-28.5	1.1	9.7	-13.9	7.0	14.2*	0.4	9.0	4.8	Cc1cc(=O)[nH]c(-n2[nH]c3c(c2=O)CCCC3)n1
-22.1	-0.7	17.1	-15.5	0.1	-2.2	-3.6	3.3	-2.9	CC(=O)Nc1cc(S(=O)(=O)Nc2ccc(C)cc2)c(C)cc1C
-44.8	2.5	15.8	-4.8	-8.4	-1.0	-5.2	3.3	2.5	Cc1cc(N2CCN(c3ccccc3)CC2)n2cc(-c3ccccc3)nc2n1
4.5	-1.0	0.2	-5.4	9.9	-1.4	-9.0	.	2.7	COc1ccc(C(=O)O)cc1S(=O)(=O)N1CCSCC1
27.9	-2.3	-3.6	4.2	11.5	-1.9	-0.1	2.4	0.8	COc1ccc(Nc2n[nH]c(C)c2[N+](=O)[O-])cc1
-8.5	-1.0	22.0	-0.1	17.4	-1.9	-10.6	1.7	4.9	Cc1ccc(S(=O)(=O)Nc2ccc3c(c2)c2c(n3S(=O)(=O)c3ccc(C)cc3)CCCC2=O)cc1
1.9	-4.0	14.7	-15.1	-3.5	-2.1	-5.8	2.9	4.4	Cc1ccc([N+](=O)[O-])cc1S(=O)(=O)N1CCN(C)CC1
-12.1	.	.	.	.	.	-3.5	0.9	3.9	CCCOC(=O)c1c(-c2ccccc2)nc(CC)c(C(=O)SCC)c1CCC
0.6	-0.1	-0.2	-1.3	-2.2	-0.9	-5.5	-2.8	3.6	N#Cc1ccc2[nH]cc(CCO)c2c1
-2.1	-2.2	-1.2	7.0	-5.1	-2.0	-4.2	-0.5	6.8	Cc1ccc(N(Cc2ccc(C(=O)NN=C3CCN(C)CC3)cc2)S(C)(=O)=O)cc1C
-6.7	-0.9	-24.5	1.9	-15.9	-1.1	-14.0	2.9	-2.7	CNC(=S)N(CCc1c(C)[nH]c2ccc(F)cc12)Cc1ccco1
-18.1	0.0	15.5	-20.4	-10.1	-2.4	-4.6	-7.2	3.2	O=C(c1cc(-c2cccc(Cl)c2)on1)N1CCCCCC1
2.8	-3.4	-2.6	-4.3	0.6	-4.3	-5.6	-4.9	-1.4	Cc1ccc(NC(=O)C(=O)NCCN2CCN(S(=O)(=O)c3ccccc3)CC2)cc1C
12.7	.	.	.	.	.	-7.5	-2.9	5.7	CCC/C(=C1/c2ccccc2C(=O)N1c1ccccc1)c1ccc2[nH]ccc2c1
5.8	-2.2	-9.6	-0.4	6.2	-3.7	1.8	-4.5	-3.3	CC1CCCC(NC(=O)C2CCCN2S(=O)(=O)c2cccc3nsnc23)C1C (stereo not given)
-4.3	.	-19.2	-7.3	.	.	-3.2	4.4	-0.1	NC(=O)[C@H]1CC2(CC(c3cccc(NC(=O)COc4ccc(Cl)cc4)c3)=NO2)CN1C(=O)c1ccccc1C(=O)c1ccccc1 (stereo not given in full)
5.5	-3.4	17.0	3.8	2.2	-2.2	-4.1	-1.3	2.5	O=C(NCCCn1ccnc1)c1cccc(S(=O)(=O)N2CCCCCC2)c1
-11.2	-3.2	27.8	0.4	5.2	-0.9	4.5	10.7	-8.1	CCCCOc1ccc(C(=O)Nc2ccc(N3CCN(C(=O)C(C)C)CC3)cc2)cc1
1.5	-2.4	6.5	0.1	-4.2	-2.1	-8.1	9.5	-2.0	CS(=O)(=O)N(Cc1ccc(C(=O)NCCSc2ccccn2)cc1)c1ccccc1
